PriA SSB inh: blocks PriA binding to SSB C-terminal tail | inhibition, % at 33 µM | AlphaScreen SSBct-PriA binding, biotinylated peptide | 0.6% of 430,000 active | AID 1272365; in the data active = inhibition mostly above about 37%, no sharp cut-off; inactive = mostly below about 20%;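 note: plate controls were negative control peptide for no effect and reference peptide for full effect; strong numbers were not always called active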
The depositor's hits bear a star; & = joins results of further samples. This is a subset; rates above refer to the full screens.

SMILES | PriA SSB inh
COc1cc(OC)nc(N=CN(C)C)n1 | -0.2
O=C(NCC1CCN(Cc2ccco2)CC1)c1c(F)cccc1F | 0.0
CC(=O)Nc1ncc(S(=O)(=O)N2CCN(c3ccccc3)CC2)s1 | -10.0
COc1ccc(OC)c(Nc2nc(CC(=O)N3CCc4ccccc43)cs2)c1 | 12.0
CCOC(=O)C(C)Sc1nnc2[nH]c(=O)cc(CC)n12 (configuration not stated) | -2.0
CCNC(=S)NN=Cc1cc(C)n(-c2ccc(Cl)cc2)c1C | -0.2
O=c1cccc2n1CC1CC2CN(C(=S)NCc2ccccc2)C1 (configuration not stated) | -8.0
O=C(Nc1ccccc1Br)c1n[nH]nc1Nc1cccc(Cl)c1 | -6.0
Cc1cc(OC2CN(C(=O)c3ccc4c(c3)OCO4)C2)cc(=O)o1 | -14.0
CCc1ccccc1NC(=O)CSc1ncnc2nc(-c3ccc(C)cc3)ncc12 | -18.0
CCOC(=O)N1CCc2c(sc(NC(=O)c3ccnn3C)c2C(N)=O)C1 | -16.0&-1.0
CCOC(=O)c1ccc(NC(=O)CSc2nc(-c3ccccc3Cl)ns2)cc1 | -13.0
CC(=O)N1CC(C(=O)NCCc2ccc(Cl)cc2)C1 | -20.0
COc1ccc(Cl)cc1C(=O)NCCn1ncc2c(=O)n(Cc3ccccc3)cnc21 | -33.0&-9.0
O=C(NCCN1CCOC(c2ccccc2)C1)C(=O)Nc1ccc(OC(F)(F)F)cc1 (configuration not stated) | -8.0
Nc1nnnn1N=Cc1ccc(F)cc1 | 3.1
c1ccc(N=Nc2c3[nH]c4ccccc4nc-3c3ccccc23)cc1 | -6.0
COc1ccc(Cl)cc1C(=O)Nc1ccc2c(c1)CC(=O)N2 | 3.0
O[C@@H](CNC1CCCC1)COc1cccc2ccccc12 | -6.0
COc1cc(C(=O)NN=Cc2sc(N3CCOCC3)nc2-c2ccccc2)cc(OC)c1OC | 2.2
COc1ccc(S(=O)(=O)NCCN2CCO[C@H](c3ccccc3)C2)c(C)c1 | -9.0
Cc1ccc(NC(=O)C(=O)NCCN2CCOC(c3ccccc3)C2)cc1F (configuration not stated) | -2.0
O=C(NC(=S)NCc1cccnc1)c1ccc(Br)o1 | -5.0
CCOC(=O)C=C1Nc2ccccc2OC1=O | 7.7
CCNC(=O)c1csc(Nc2ccccc2)n1 | -21.0
CN(C)[C@@H](CNC(=O)C(=O)NCc1ccc(Cl)cc1)c1cccc2ccccc12 | -6.0
O=C(NCc1ccccc1Cl)C(=O)Nc1ccc2c(c1)CCCN2C(=O)c1cccs1 | -10.0
COc1ccc(Br)c(C(=O)N2CCN(C(=O)c3cnn4ccccc34)CC2)c1 | -14.0
Cc1noc(-c2sccc2NC(=O)c2cnccn2)n1 | -7.0
Cc1ccc(S(=O)(=O)NCCc2nnc3ccc(SCC(=O)N4CCc5ccccc54)nn23)cc1 | -8.0

Exported with each value named: four of the compounds above.
O=c1cccc2n1CC1CC2CN(C(=S)NCc2ccccc2)C1 (configuration not stated)
  PriA SSB inh: -8.0

O=C(Nc1ccccc1Br)c1n[nH]nc1Nc1cccc(Cl)c1
  PriA SSB inh: -6.0

Cc1cc(OC2CN(C(=O)c3ccc4c(c3)OCO4)C2)cc(=O)o1
  PriA SSB inh: -14.0

CCc1ccccc1NC(=O)CSc1ncnc2nc(-c3ccc(C)cc3)ncc12
  PriA SSB inh: -18.0

(further entries)
SMILES | PriA SSB inh
Cc1nc(C)n2c(=O)n(CC(=O)NCc3ccc(F)cc3)nc2c1C | -10.0
Cc1cccc(-c2nc(C#N)c(N3CCN(C(=O)c4ccccc4C)CC3)o2)c1 | -7.0
COCC(=O)NCCOc1ccc2nnc(-c3ccccc3Cl)n2n1 | -9.0
N#Cc1c(NC(=O)CC2Sc3ccccc3NC2=O)sc2c1CCCC2 (configuration not stated) | -14.0
CSc1ccccc1NC(=O)Cc1c(C)nc(SCc2ccccc2F)[nH]c1=O | -4.0
O=C(NC(c1cccnc1)C1CCOCC1)c1cccc(-n2cccn2)c1 (configuration not stated) | -5.0
O=C(Cc1csc(SCc2ccc(Br)cc2)n1)NCc1cccnc1 | -3.0
C/C(C=NN1CCN(c2ccc(C)cc2)CC1)=C\c1ccccc1 | 15.4
O=C(CCc1csc2nc(C3CC3)cn12)NCc1ccccn1 | -18.0
OC(CNCc1ccco1)COc1ccc(OCC(O)CNCc2ccco2)cc1 (configuration not stated) | -15.0&-1.0
COc1ccc(-c2cc(C(=O)NN=Cc3sccc3C)c3ccccc3n2)c(OC)c1 | -15.5
N#Cc1ccc(COCC2CCN(C(=O)C3(c4ccccc4)CCOCC3)CC2)cc1 | -21.0
CCOc1ccccc1-c1nc(CSc2nc(-c3ccccc3)cc(=O)[nH]2)c(C)o1 | -18.0
CCCc1nnsc1C(=O)NC[C@H](OC)c1ccccc1Cl | -9.0
O=C(NCc1cccs1)Nc1ccccc1Cc1nc(-c2ccco2)no1 | -13.0
CN(C)c1ccc(C(=O)NN=Cc2cc(Br)cc(Br)c2O)cc1 | 6.9
CCNC(=O)NCC#CCN(CC)CC | -16.0
COc1ccc(C2(CNC(=O)COc3ccc(F)cc3)CCCC2)cc1 | -16.0
COCCN(Cc1ccsc1)C(=O)c1ccc(OC)c(F)c1 | -17.0
CS(=O)(=O)c1ccc2nc(NC(=O)CCn3c(=O)sc4ccccc43)sc2c1 | 12.0
CCOC(=O)c1sc(NC(=O)CCCN2C(=O)c3cccc4cccc(c34)C2=O)nc1C | -8.0
CCOc1ccc(-c2nc(COC(=O)c3nnn(-c4cc(C)cc(C)c4)c3C)c(C)o2)cc1 | -11.0
CC(Oc1ccccc1)C(=O)NCCn1ncc2c(=O)n(Cc3ccccc3)cnc21 (configuration not stated) | -31.0
Cc1nc(CSc2nc3cc([N+](=O)[O-])ccc3s2)cs1 | 12.0
O=C(NCc1cccs1)C(=O)NCc1n[nH]c(=O)c2ccccc12 | 1.0
CN1C(=O)C(C)(C)COc2ccc(NS(=O)(=O)C3CCCCC3)cc21 | -1.0
Cc1ccc2cc(C=NNC(=O)c3ccccc3O)c(Cl)nc2c1 | 5.5
O=C(Nc1ccc2c(c1)OCO2)N1CCN(CCn2cccn2)CC1 | -2.0
COc1ccc(Br)c(C(=O)N2CCC(Oc3cc(C)n(C)c(=O)c3)CC2)c1 | 0.0
Cc1ccc(S(=O)(=O)N(CC(O)Cn2c3ccccc3c3ccccc32)c2cccc(C(=O)NC(C)(C)CO)c2)cc1 (configuration not stated) | -4.0&-8.0
O=C(NCC1CCN(c2ncccn2)CC1)c1ccc(OC(F)(F)F)cc1 | -1.0
CCOC(=O)C1CCCN(c2ncnc3[nH]ncc23)C1 (configuration not stated) | -10.0
COC(=O)c1sc2ccccc2c1NC(=O)COc1ccc(Cl)cc1Cl | -4.0&2.0
CC(=O)c1ccc(NC(=O)CSc2ncc(-c3cccc(Cl)c3)o2)cc1 | -9.0
COC(CNS(=O)(=O)c1cn(C)c(C(C)C)n1)c1ccc(Cl)s1 (configuration not stated) | -22.0
COc1cc(C=NN2C(=O)c3ccccc3C2=O)ccc1O | -9.2
O=C1NCCCc2nc(NC(=O)C3(c4ccccc4)CCOCC3)sc21 | 6.0
O=C(O)CCN1C(=O)c2cccc3cccc(c23)C1=O | -1.0
CCOCC(=O)N1CC(S(=O)(=O)Cc2ccco2)C1 | -18.0
O=C1CCCC(=NNC(=O)COc2ccc(Cl)cc2)C1 | 2.9
COC(=O)C1=C(C)Nc2nc(SC)nn2C1c1ccc(C)o1 (configuration not stated) | 7.0
CCCCOc1ccccc1-c1cc2c(SCC(=O)Nc3ccc4c(c3)OCCO4)nccn2n1 | 3.0
Cc1cc(NC(=O)c2cc3ccccc3o2)on1 | -11.0
Cc1ccc2nc3c(cc(C(=O)NCc4ccco4)n3C)c(=O)n2c1 | -3.0
COC(=O)/C=C1/NC(=Nc2nc(C)cc(C)n2)N(c2ccccc2)C1=O | -4.2
O=C(NCC1CCN(S(=O)(=O)c2cccnc2)CC1)C(=O)Nc1cc2c3c(c1)CC(=O)N3CCC2 | -7.0
Cc1nc2sc3c(c2c(=S)[nH]1)CCCC3 | -6.0
COc1ccc(-c2coc3c4c(ccc3c2=O)OCN([C@H]2CCS(=O)(=O)C2)C4)cc1OC | -16.0
Nn1cnnc1NN=Cc1ccc(Cl)c([N+](=O)[O-])c1 | -6.0
N#CC(=C(O)c1ccccc1Br)c1nc2ccccc2[nH]1 | -16.0

(more compounds)
SMILES | PriA SSB inh
O=C(Nc1ccccc1Cc1nc(-c2cnccn2)no1)C1CCOC1 (configuration not stated) | 21.0
O=S(=O)(c1ccc(Cl)s1)N1CCN(c2ccc3nncn3n2)CC1 | 8.0
CCOC(=O)C1=C(C)N=c2sc(=Cc3ccc(OCC(=O)O)cc3)c(=O)n2C1c1ccccc1OC (configuration not stated) | -7.2
COc1ccc(NC(=O)C(=O)NCC2CCN(Cc3ccco3)CC2)cc1Cl | -24.0
O=C(NC1CCCC(O)C1)NC(c1ccccc1)c1ccccc1 (configuration not stated) | -2.0
O=C(Cn1c(=O)n(Cc2cccnc2)c(=O)c2ncccc21)Nc1ccc2c(c1)OCO2 | -11.0
CCOC(=O)N1CCC[C@H](Cc2nc(C3CC3)no2)C1 | -15.0
O=c1ccc(-c2ccc(F)cc2)nn1CCCNS(=O)(=O)/C=C/c1ccccc1 | 4.0
COc1ccc(S(=O)(=O)Nc2cccc(-c3csc4nc(C)cc(=O)n34)c2)cc1C | 4.0
COc1ccc(Cl)cc1C(=O)NCCn1ncc2c(NC(C)C)nc(SC)nc21 | -3.0

Some of these compounds in order of SMILES length, descending.
SMILES | PriA SSB inh
COc1ccc(S(=O)(=O)Nc2cccc(-c3csc4nc(C)cc(=O)n34)c2)cc1C | 4.0
COc1ccc(NC(=O)C(=O)NCC2CCN(Cc3ccco3)CC2)cc1Cl | -24.0
O=C(Nc1ccccc1Cc1nc(-c2cnccn2)no1)C1CCOC1 (configuration not stated) | 21.0

More records follow:
SMILES | PriA SSB inh
COc1ccc2nc(NC(=O)c3cc(Br)c(C)c(C)c3C)sc2c1 | -1.0
CC(=NNC(=O)c1ccccc1C)c1cccc([N+](=O)[O-])c1 | -1.9
C=CCn1c(=NC(=O)c2cccc(N3C(=O)CCC3=O)c2)sc2cc(Cl)ccc21 | 1.0
NCCC(O)c1ccsc1 (configuration not stated) | 7.0
Cc1cc(C)c(C)c(S(=O)(=O)NC(Cc2ccccc2)C(=O)O)c1C (configuration not stated) | -10.0
Cc1ccc(C2CC(c3cccs3)=NN2C(=O)CSc2nc3c(cnn3CCO)c(=O)[nH]2)cc1 (configuration not stated) | 10.0&10.0
O=c1c2sccc2nc(SCc2csc3ccc(Cl)cc23)n1CCc1ccc(Cl)cc1 | -9.0
O=C(Nc1ccc2c(c1)Cc1ccccc1-2)C1CSc2nccc(=O)n2C1 (configuration not stated) | -11.0
CC(=O)Nc1ccc(C(=O)NCCNC(=O)CC(c2ccccc2)c2ccccc2)cc1 | -10.0
O=C([C@@H]1CC=CCC1)N1CCN(c2ccc(-n3cncn3)nn2)CC1 | -9.0
CCOC(=O)c1c(-c2cccs2)csc1NC(=O)CSc1ncnc2sc3c(c12)CCCC3 | -7.0
Cn1nc(CNC(=O)c2nc3ccccc3s2)cc1-c1ccccn1 | -16.0
CCN(CC)CCN(C(=O)c1ccc(S(=O)(=O)N2CC(C)OC(C)C2)cc1)c1nc2c(OC)cccc2s1 (configuration not stated) | -4.0
O=C(Cn1ccn(-c2cccc(Cl)c2)c(=O)c1=O)NCCC1=CCCCC1 | -10.0
O=C(NN=Cc1ccco1)C1CC(=O)N(c2ccccc2)C1 (configuration not stated) | -13.3
Cc1ccc2nc(-c3ccc(NS(=O)(=O)Cc4noc5ccccc45)cc3)sc2c1 | -4.0
CCOC(=O)c1sc(NC(=O)C(C)SCc2ccco2)c(C(=O)OCC)c1C (configuration not stated) | -19.0&6.0
CN1C(=O)CCc2cc(NC(=O)c3ccc(Br)o3)ccc21 | 10.0
COc1ccc(OC)c2sc(N(Cc3ccccn3)C(=O)/C=C/c3cccs3)nc12 | 6.0
CN(C)c1ccc(C(=S)NCCNC(=S)c2ccc(N(C)C)cc2)cc1 | 15.0

Three entries drawn at random from the list so far:
SMILES | PriA SSB inh
CCOC(=O)c1sc(NC(=O)C(C)SCc2ccco2)c(C(=O)OCC)c1C (configuration not stated) | -19.0&6.0
COc1ccc(OC)c2sc(N(Cc3ccccn3)C(=O)/C=C/c3cccs3)nc12 | 6.0
CCN(CC)CCN(C(=O)c1ccc(S(=O)(=O)N2CC(C)OC(C)C2)cc1)c1nc2c(OC)cccc2s1 (configuration not stated) | -4.0

More results.
SMILES | PriA SSB inh
CCC(=NNC(=S)NC(C)C)c1ccc(OC(F)F)cc1 | -2.5
COc1cc(=O)n(-c2ccc(F)cc2)nc1C(=O)Nc1nc2ccccc2s1 | -20.0&-16.0
Cn1cccc1-c1noc(CNC(=O)c2cc(-c3ccc(F)cc3)c[nH]2)n1 | -1.0
O=C(Nc1ncc(-c2ccccc2)s1)c1cccc(C(F)(F)F)c1 | -14.0&-6.0
CCOC(=O)c1cnn2ccc(NC(=O)C3CCN(S(C)(=O)=O)CC3)cc12 | -11.0
NC(=O)c1ccc(NC(=O)C(=O)NCCc2ccc(Cl)cc2)cc1 | -2.0
Cc1ccc(OCC(=O)NN=C2CC(=O)CC(C)(C)C2)c(Br)c1 | 5.7
CCOC(=O)CCC(=O)N1CCC(c2nnc(CC)s2)CC1 | 0.0
COCCN(Cc1ccoc1)S(=O)(=O)c1ccc2c(c1)OCCO2 | -17.0
COc1ccc(C(=O)Nc2ccc3c(c2)NC(=O)C(C)(C)CO3)cc1 | 21.0
CN(C)C(C#N)c1cc(Cl)ccc1Cl (configuration not stated) | 25.0
O=C(CCCN1C(=O)/C(=C\c2ccco2)SC1=S)Nc1ccccn1 | 31.0
